D2 antag = antagonizes the human D2 dopamine receptor | HEK293 TREx D2 cells, calcium flux, dopamine EC80 | inhibition, % at 10 µM | 340,000 compounds, 2% hits; in the data active = inhibition above about 30%; also: 0% is about no effect
Target sequence (P14416 whole entry, looked up): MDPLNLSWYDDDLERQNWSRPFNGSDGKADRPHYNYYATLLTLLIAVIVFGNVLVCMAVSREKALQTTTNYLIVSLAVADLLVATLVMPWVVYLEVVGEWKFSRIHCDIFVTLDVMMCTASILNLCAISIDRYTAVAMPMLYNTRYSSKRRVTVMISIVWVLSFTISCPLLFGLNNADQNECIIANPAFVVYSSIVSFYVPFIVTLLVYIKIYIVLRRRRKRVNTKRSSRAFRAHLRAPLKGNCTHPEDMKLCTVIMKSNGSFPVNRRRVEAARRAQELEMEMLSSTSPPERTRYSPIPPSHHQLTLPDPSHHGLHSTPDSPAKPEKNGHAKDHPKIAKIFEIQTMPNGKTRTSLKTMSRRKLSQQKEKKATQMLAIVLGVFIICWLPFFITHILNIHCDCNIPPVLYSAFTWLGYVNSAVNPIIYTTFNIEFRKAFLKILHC
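Calcium mobilization kinetics were recorded at 1 s intervals in tetracycline-induced HEK293 T-REx D2 cells, first for 180 s after compound addition and then 180 s after EC80 dopamine.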
PI4K2A inh = inhibitors of human PI4K2A | Q9BTU6 | purified PI4K2A, ADP-Glo luminescence, 1 h; active compounds read low | activity change, negative = inhibition, % at 76.9 µM | 420,000 compounds, 0.13% hits; in the data active = activity change below about -50%; inconclusive = mostly about -30% to -49%;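 also: -100% = wells without enzyme as full effect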
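Compounds are screened against recombinant PI4K2A using PI as substrate and ATP, the latter dispensed at 300 microM. Reactions run one hour at ambient temperature before ADP-Glo detection; full inhibition defined by wells lacking enzyme.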
TrxR1 substrate = substrates of rat thioredoxin reductase 1; O89049; purified TrxR1 substrate turnover, NADPH consumption readout; Potency, µM (doses to about 114 µM), for inactives: at the highest dose activity change, negative = substrate turnover; 390,000 compounds, 0.01% hits; also: potency is read from the fitted curve at half-maximal effect; % is scaled to controls: 0 for no effect and ±100 for the full control effect; nearly all actives have a fitted effect of over 50% in size
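Rat TrxR1, dispensed at 90 nM, was prereduced with 400 uM NADPH (final) for 5 min at ~22 deg C, then incubated with compound 15 min before 400 uM selenite. A first-read NADPH fluorescence drop versus no-compound background flagged substrates.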
TRHR PAM = allosteric enhancers of human TRH receptor. P34981. TRHR cells, fluo-8 calcium fluorescence, EC20 TRH enhancement. enhancement, % at 2 µM. 360,000 compounds, 0.66% hits. AID 493056; in the data active = enhancement above about 30%; also: 0% is about no effect
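Enhancer read-out: after compound pinning and an initial kinetic agonist-mode read, an EC20 of TRH (10 nM final) was injected and fluo-8 calcium signal (Ex 480/Em 530) followed at 1 s/cycle for 100 cycles in TRHR-expressing cells.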
IDH1 R132H inh = blocks human mutant IDH1 R132H enzyme. IDH1-R132H enzyme, NADPH consumption, diaphorase/resazurin fluorescence. Potency, µM (doses to about 76.6 µM), without a hit: at the top dose activity change, negative = inhibition, usual class: inhibitors. 390,000 compounds, 0.093% hits; also: potency is read from the fitted curve at half-maximal effect; % is scaled to controls: 0 for no effect and ±100 for the full control effect; nearly all actives have a fitted effect of over 65% in size
Target sequence (O75874 whole entry R132H, stated change not applied): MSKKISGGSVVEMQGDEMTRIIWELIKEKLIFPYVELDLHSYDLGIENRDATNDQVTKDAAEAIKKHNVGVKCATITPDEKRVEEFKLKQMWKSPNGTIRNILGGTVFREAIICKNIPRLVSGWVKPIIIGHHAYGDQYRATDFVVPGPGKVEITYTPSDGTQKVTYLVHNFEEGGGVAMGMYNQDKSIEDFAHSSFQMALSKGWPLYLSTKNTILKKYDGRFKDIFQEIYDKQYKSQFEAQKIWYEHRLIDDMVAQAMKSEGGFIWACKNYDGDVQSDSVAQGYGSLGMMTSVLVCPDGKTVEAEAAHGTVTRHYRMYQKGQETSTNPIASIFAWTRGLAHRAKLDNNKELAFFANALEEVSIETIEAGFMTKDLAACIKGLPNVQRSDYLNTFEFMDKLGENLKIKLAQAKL
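IDH1-R132H (0.5 ug/mL dispensed) in pH 7.5 Tris buffer was preincubated 30 min with compound, then given a substrate mix of 0.016 mM NADPH and 2 mM alpha-KG for 80 min at room temperature; remaining NADPH was read by diaphorase/resazurin fluorescence.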
TrxR1 inh = rat TrxR1 inhibition. O89049. recombinant rTrxR1, NADPH fluorescence consumption, selenite substrate. Potency, µM (doses to about 114 µM), for the others: at the highest dose activity change, negative = inhibition, actives largely listed as inhibitors. 390,000 compounds, 1% hits. AID 588453; also: potency is read from the fitted curve at half-maximal effect; % is scaled to controls: 0 for no effect and ±100 for the full control effect; nearly all actives have a fitted effect of over 65% in size
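Rat TrxR1 (90 nM in the dispensed reagent) was pre-reduced with 400 uM NADPH for 5 min at room temperature, then incubated with compound for 15 min. After 400 uM selenite was added, NADPH fluorescence (Ex 340/Em 450 nm) was followed for 8 min.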
D2 ag = agonists of human D2 dopamine receptor | 340,000 compounds, 0.53% hits | HEK293 T-REx D2 cells, calcium flux agonist mode | activation, % at 2 µM;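 active = activation over 3 SD above normal in the single-dose calcium agonist read, cut at about 30% in these data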; also: 0% is about no effect
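Agonism is scored from calcium flux in a force-coupled, inducible HEK293 cell line expressing D2, read kinetically for 180 s after compound addition against dopamine controls.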
USP1-UAF1 inh = blocks the human USP1/UAF1 deubiquitinase complex; Potency, µM (doses to about 57.1 µM), for inactives: at the top dose activity change, negative = inhibition, actives largely listed as inhibitors; O94782; 390,000 compounds, 0.23% hits; recombinant USP1/UAF1, Ub-Rhodamine cleavage fluorescence; AID 743255; also: potency is read from the fitted curve at half-maximal effect; % is scaled to controls: 0 for no effect and ±100 for the full control effect; nearly all actives have a fitted effect of over 60% in size; inactives centre near -12
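1 nM enzyme complex + cpd, 15 min RT; start with Ub-Rho 150nM final; kinetic fluorescence ex 480/em 540, 6 reads q60 s. Buffer 50mM HEPES pH 7.8, 0.5mM EDTA, 0.1 mg/ml BSA, 1mM TCEP, 0.01% Tween-20.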
TRHR agonist = activates the human TRH receptor | TRHR cells, calcium flux fluo-8, FDSS agonist mode | AID 493084 | 360,000 compounds, 0.18% hits | activation, % at 2 µM; in the data active = activation above about 30%; also: 0% is about no effect
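Steps: seed TRHR cells overnight; add fluo-8 no-wash Ca dye, RT 30 min–1.5 h; record 10 s baseline; pin-transfer compounds; monitor fluorescence 1 cycle/s for the agonist window. Calcium increases flag candidate agonists.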
* = called active by the depositor; ? = inconclusive; . = not tested or not shown; & = joins results of further samples; [ ] = dose if it differs, or a comment. Unless noted, calls follow the shape of the dose curve; as a rule, active = well fitted inhibition curve with a large enough effect; inconclusive = small, poorly fitted or top-dose-only effect; inactive = no such curve, though single readings can be large or run the other way. Rows were taken by chance (roughly 3.9% active in at least one column).

SMILES	D2 antag	PI4K2A inh	TrxR1 substrate	TRHR PAM	IDH1 R132H inh	TrxR1 inh	D2 ag	USP1-UAF1 inh	TRHR agonist
Cc1ccc(NC(=O)CN2CCCCCC2)cc1[N+](=O)[O-]	-3	2	8%[57.1 µM]	4	4%	37%[activator][57.1 µM]	0.0	-17%	-0.1
Cc1ccc(C2(CCNS(=O)(=O)c3ccc(C)cc3)CCOC(C(C)C)C2)cc1 (configuration not stated)	14	0	-15%	-5	1%	-3%	-0.4	-6%	1.1
Cc1ccc(S(=O)(=O)C2(C(=O)Nc3ccc(Cl)c(C(F)(F)F)c3)CC2)cc1	.	-6	3%	4	6%	24%	1.5	-21%	-0.3
COCCNc1ccc2cc(S(=O)(=O)N3CCCCC3)ccc2n1	.	1	9%[57.1 µM]	1	-3%	1%[57.1 µM]	0.0	-4%	0.5
COc1ccc(CC(=O)Oc2ccccc2C)cc1S(=O)(=O)N1CCOCC1	25	1	-8%	-2	5%	-7%	-0.4	-14%	0.1
O=C(NCC(=O)N(c1cccnc1)C(C(=O)NC1CCCCC1)c1cccnc1)c1ccco1 (configuration not stated)	.	2	-3%	17	2%	-11%	.	-12%	0.4
CCOc1ccc2oc(C(=O)NNC(=O)c3ccccc3O)c(C)c2c1	-18	-1	10%[57.1 µM]	5	-8%	11%[57.1 µM]	0.3	-18%	0.0
CC(C)(C)CC(=O)Nc1ccc(S(=O)(=O)NC2=NCCCCC2)cc1	.	3	7%[57.1 µM]	.	3%	0%[57.1 µM]	.	-7%	.
Cc1ncc(CO)c2c1Oc1nc(-c3ccccc3)nc(SCC(=O)N3CCOCC3)c1C2	-5	-2	-1%	1	-15%	?	1.8	-8%	0.8
CCN(c1ccc(OC)cc1)S(=O)(=O)c1ccc(-c2cc(C)no2)s1	3	3	16%	-1	4%	24%	1.4	-28%	0.8
CC(=O)N1CCN(C(=O)CC2OC(=O)c3ccccc32)CC1 (configuration not stated)	-4	11	0%[57.1 µM]	-4	5%	2.5µM*	3.2	-15%	2.3
COc1ccc(C(=O)O)cc1S(=O)(=O)N(C)CCc1cccnc1	-18	5	-3%	4	7%	11%[57.1 µM]	0.7	-9%	1.0
COc1ccc2c(c1)c(=O)c(C(=O)c1ccccc1)cn2Cc1ccccc1	-15	1	-9%[57.1 µM]	6	10%	9%[57.1 µM]	-0.2	-16%	-0.1
Cc1c(C(=O)O)oc2c1ccc1ccccc12	-9	-2	1%	8	1%	-2%	-0.1	-1%	-0.1
CCOC(=O)Cn1cc(C=O)c2ccccc21	.	2	-7%	-4	2%	-14%	.	-13%	0.1
COc1ccc2cc(-c3ccccc3)c(=O)oc2c1	-9	-8	700%[activator]	-6	1%	347%	0.0	-24%	-0.7
Cc1ccccc1NC(=O)CC1c2ccccc2CC(C)(C)N1C (configuration not stated)	11	4	-6%	1	-7%	-5%	-0.2	-26%	-0.2
CSCCC(NC(=O)c1ccccc1Cl)C(=O)NCCOc1ccccc1 (configuration not stated)	-4	1	-7%	-4	14%	-11%	0.6	-2%	-0.4
CC(OC(=O)C1CCN(S(=O)(=O)c2ccc(C(C)(C)C)cc2)CC1)C(=O)N(C)C1CCCCC1 (configuration not stated)	.	0	-4%	.	-6%	27%	.	-4%	.
CSCCCNC(=S)N1CCN(c2ccc(C(C)=O)cc2)CC1	0	6	-2%[57.1 µM]	-3	-3%	11%[57.1 µM]	0.1	-22%	-0.5
CC(C)CNC1=C(C(=S)Nc2ccccc2)C(=O)CC(C)(C)C1	11	1	-3%	1	8%	3%	2.7	-9%	0.3
CCCn1c(N)c(C(=O)CSc2nnc(-c3cccnc3)n2-c2ccc(C)cc2C)c(=O)[nH]c1=O	-9	1	-9%	5	2%	-10%	-1.8	-5%	0.5
O=C(Cc1ccccc1)NC(=S)Nc1ccc2oc(-c3ccccc3)nc2c1	-5	.	.	-6	.	.	0.6	.	-0.1
CCCc1ccc(OC(=O)c2cccs2)cc1	-4	2	8%[57.1 µM]	15	7%	9%[57.1 µM]	0.4	-5%	-0.2
Cc1ccc(S(=O)(=O)Nc2cc(=O)[nH]c(SCC(=O)Nc3cccc(C)c3)n2)cc1	8	-25	7%	-2	2%	53%[activator]	-0.9	-2%	0.9

Just IDH1 R132H inh and D2 ag (5 entries from above):
SMILES,IDH1 R132H inh,D2 ag
COCCNc1ccc2cc(S(=O)(=O)N3CCCCC3)ccc2n1,-3%,0.0
COc1ccc(CC(=O)Oc2ccccc2C)cc1S(=O)(=O)N1CCOCC1,5%,-0.4
O=C(NCC(=O)N(c1cccnc1)C(C(=O)NC1CCCCC1)c1cccnc1)c1ccco1 (configuration not stated),2%,.
CCOc1ccc2oc(C(=O)NNC(=O)c3ccccc3O)c(C)c2c1,-8%,0.3
CC(C)(C)CC(=O)Nc1ccc(S(=O)(=O)NC2=NCCCCC2)cc1,3%,.

Next section:
SMILES	D2 antag	PI4K2A inh	TrxR1 substrate	TRHR PAM	IDH1 R132H inh	TrxR1 inh	D2 ag	USP1-UAF1 inh	TRHR agonist
Cc1ccc(-c2nnc(SCC(=O)Nc3ccc(S(=O)(=O)N4CCCCCC4)cc3)o2)cc1	6	5	-2%[57.1 µM]	5	-2%	6%[57.1 µM]	0.1	-25%	-0.9
COc1ccccc1-n1cnnc1SCC(=O)Nc1nc(C)c(Cl)cc1Cl	-25	-2	-2%	-4	-1%	5%	-0.3	-11%	-0.1
O=C(Oc1coc(CSc2nnc(NC(=O)C3CC3)s2)cc1=O)c1c(F)cccc1F	-11	8	7%	3	6%	-9%	-0.3	-30%	2.4
CC(Sc1nc2ccccc2c(=O)n1Cc1ccco1)C(=O)c1ccccc1 (configuration not stated)	-8	12	3%[57.1 µM]	-6	0%	12%[57.1 µM]	0.1	7%	-0.2
COc1ccc([N+](=O)[O-])c(S(=O)(=O)c2ccc(Cl)cc2)n1	-1	-1	-8%	-7	2%	0.5µM*	2.3	?	1.9
Cc1cccc(C(=O)NCC(=O)OCc2cc(=O)n3nc(C4CC4)sc3n2)c1	.	-10	3%[57.1 µM]	-9	0%	8%[57.1 µM]	1.1	-8%	0.5
Cc1ccc2nc(-c3ccc(NS(C)(=O)=O)cc3)cc(-c3ccccc3)c2c1	25	4	23%	0	-4%	26%	-1.0	-4%	-0.5
O=c1[nH]c(/C=C\c2cccc(O)c2)nc(O)c1[N+](=O)[O-]	-4	?	-17%	-7	-1%	-15%	0.3	-28%	0.5
COc1cc(N2CCCC2)c(OC)cc1/C=C(/C#N)c1ccc(Br)cc1	5	4	-10%	1	10%	-12%	12	-14%	8.1
Cc1ccc(/C=c2\sc3n(c2=O)CN(c2cccc(Br)c2)CN=3)o1	-23	1	-1%	2	-7%	?	-0.1	-29%	0.0
Cc1c(OCC(=O)NCc2ccccn2)ccc2c3c(c(=O)oc12)CCCC3	-13	4	34%	5	3%	35%	-1.0	-21%	0.9
CCn1c(CN2CCCCC2)nc2cc(NC(=O)COc3ccccc3C(C)(C)C)ccc21	.	-1	-14%	-3	-3%	-9%	-1.8	-13%	-0.7
N#Cc1ccc(NC(=O)COC(=O)c2ccc(F)c(S(=O)(=O)N3CCOCC3)c2)cc1	2	-7	5%	0	7%	18%	0.0	-24%	0.7
Cc1n[nH]c(C)c1S(=O)(=O)N1CCCC(C(=O)Nc2ccc(Br)cc2)C1 (configuration not stated)	12	-2&1	72%&0%[activator]	-1&-10	4%&1%	50%&5%[activator]	0.4&0.6	-18%&-15%	-0.4&0.1
O=C(NC12CC3CC(CC(C3)C1)C2)c1cc([N+](=O)[O-])ccc1Cl	.	-2	8%	4	0%	38%	.	-19%	-0.6
O=C(Oc1ccccc1C(=O)N1CCOCC1)c1ccc(F)cc1	9	1	0%[57.1 µM]	-2	10%	15%[57.1 µM]	0.2	-9%	0.6
O=C(C(O)c1ccccc1)N1N=C(c2ccccc2)CC1(O)C(F)(F)F (configuration not stated)	22	1	-2%	5	-4%	3%	-1.4	-20%	0.4
COc1cc(C(=O)NNC(=O)c2ccc3c(c2)OCCO3)cc(OC)c1OC	.	-2	9%[57.1 µM]	.	7%	9%[57.1 µM]	.	-17%	.
Cc1cc(C)c(S(=O)(=O)N2CCN(C(=O)CCOc3ccccc3C)CC2)c(C)c1	-1	2	1%	2	9%	19%	-0.1	-14%	-0.5
Oc1ccc(/C=N/n2c(-c3ccco3)csc2=Nc2cccnc2)c(O)c1	-1	2	-6%	-13	8%	-12%	-1.3	-25%	-0.7
O=C1OC[C@@H]2CCCN2C(=O)[C@H](CC(=O)N(CCO)Cc2ccccc2)C/C=C\CC[C@@H]1Cc1ccc(F)cc1	.	-1	-2%	.	2%	2%	.	-5%	.
CC1CCN(Cc2nc(-c3ccc(Cl)cc3)no2)CC1	-9	3	2%	3	-1%	6%	0.6	-21%	0.3
Cc1ccsc1/C=N/N1CCOCC1	15	3	-11%	1	10%	11%[57.1 µM]	0.3	-21%	-0.3
Fc1ccc(Cn2cc(C(=S)N3CCOCC3)c3ccccc32)cc1	-4	-5	-5%	-15	1%	12%	0.4	-14%	0.4
CCOC(=O)C1CCN(S(=O)(=O)c2ccc(C)cc2)CC1	0	-1	-1%	-7	-5%	7%	0.4	-11%	-0.3
CCOc1ccccc1NC(=O)Cn1nnc(C(=O)Nc2ccc(C)cc2)c1N	.	-2	4%	4	9%	6%	.	-15%	-0.5
O=C(OCC1OC2OC3(CCCCC3)OC2C2OC3(CCCCC3)OC12)c1ccccc1 (configuration not stated)	-18	1	7%	-2	4%	16%	1.6	-6%	-0.5
O=C(CSc1n[nH]c(-c2ccccc2Br)n1)NCCN1C(=O)CSC1=O	.	-2	4%	21	0%	12%	.	-2%	0.2

Three compounds out of the list above, sorted by the value under TrxR1 inh, rising.
| Molecule | TrxR1 inh |
| --- | --- |
| COc1cc(N2CCCC2)c(OC)cc1/C=C(/C#N)c1ccc(Br)cc1 | -12% |
| N#Cc1ccc(NC(=O)COC(=O)c2ccc(F)c(S(=O)(=O)N3CCOCC3)c2)cc1 | 18% |
| O=C(NC12CC3CC(CC(C3)C1)C2)c1cc([N+](=O)[O-])ccc1Cl | 38% |

Source: PubChem
